Screening data from PubChem.
MC4R antagonist: blocks human MC4R cAMP signaling; P32245; MC4R-expressing cells, MTII-stimulated cAMP, LANCE TR-FRET; inhibition, % at 6.5 µM; actives 0.48% (n = 360,000);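 active = inhibition above its plate's cutoff, the mean of tested wells on that plate plus 3 SD, cut at about 29% in these data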;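 also: 0% = Melanotan II alone and 100% = Melanotan II plus saturating MCL0020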
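Assay system: human MC4R-expressing U2OS cells; reagent: Melanotan II stimulation of cells; dosing: 6.5 µM single dose; timing: compound 30 min, challenge 1 h, detection 1 h; signal: TR-FRET cAMP assay; replicates: one well per compound, no replicates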
aDG glyco up: increases alpha dystroglycan glycosylation. Pro5-aDG cells, alpha-DG glycosylation AlphaScreen (IIH6); 0% Pro5, 100% B10-LARGE cell signal. activation, % at 10 µM. actives 0.22% (n = 360,000);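 active = activation of at least 8% versus controls, or a plate z-score of at least 8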;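 also: Pro5 are CHO cells carrying HIG-tagged alpha-DG that lacks glycosylation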
Vif inh: blocks HIV Vif function. actives 0.35% (n = 340,000). inhibition, % at 7.49 µM. HEK293T cells, Vif self-association by quenched fluorescence, imaging, 24 h; in the data active = inhibition above about 50%, passing the limit was not always enough; also: some results filed as inactive read as strong as hits
m5-HT2A agonist: activates the mouse 5-HT2A serotonin receptor. P35363. CHO-K1 mHTR2A beta-arrestin complementation, luminescence; percent of 30 µM serotonin response. activation, % at 7.6 µM. actives 0.66% (n = 360,000). AID 624169;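 active = activation above a run cutoff, the mean activation of all tested compounds plus 3 SD, cut at about 14% in these data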;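 also: 0% = plate median of compound wells and 100% = 30 µM serotonin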
Target sequence (P35363 whole entry, looked up): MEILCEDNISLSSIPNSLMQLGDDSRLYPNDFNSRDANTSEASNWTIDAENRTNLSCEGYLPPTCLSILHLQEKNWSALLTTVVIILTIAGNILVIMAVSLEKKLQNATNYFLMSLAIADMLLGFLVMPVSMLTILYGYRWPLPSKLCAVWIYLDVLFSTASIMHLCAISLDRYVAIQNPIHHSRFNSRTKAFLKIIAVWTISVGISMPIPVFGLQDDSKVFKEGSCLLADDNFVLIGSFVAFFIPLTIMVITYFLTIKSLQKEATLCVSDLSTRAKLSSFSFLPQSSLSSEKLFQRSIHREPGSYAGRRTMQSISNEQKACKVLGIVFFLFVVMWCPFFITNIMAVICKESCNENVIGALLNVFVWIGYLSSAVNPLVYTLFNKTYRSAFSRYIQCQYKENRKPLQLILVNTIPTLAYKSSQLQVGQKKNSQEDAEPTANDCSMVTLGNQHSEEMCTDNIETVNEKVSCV
PDI turbidity: inhibitors of human protein disulfide isomerase. PDI insulin aggregation turbidity, A650, 90 min. inhibition, % at 10 µM. actives 0.052% (n = 350,000). AID 588391;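 active = mean inhibition across replicates of 30% or more, whatever share of single replicates reach that level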;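 also: absorbance from insulin aggregation driven by PDI reduction with DTT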
Target sequence (P07237 whole entry, looked up): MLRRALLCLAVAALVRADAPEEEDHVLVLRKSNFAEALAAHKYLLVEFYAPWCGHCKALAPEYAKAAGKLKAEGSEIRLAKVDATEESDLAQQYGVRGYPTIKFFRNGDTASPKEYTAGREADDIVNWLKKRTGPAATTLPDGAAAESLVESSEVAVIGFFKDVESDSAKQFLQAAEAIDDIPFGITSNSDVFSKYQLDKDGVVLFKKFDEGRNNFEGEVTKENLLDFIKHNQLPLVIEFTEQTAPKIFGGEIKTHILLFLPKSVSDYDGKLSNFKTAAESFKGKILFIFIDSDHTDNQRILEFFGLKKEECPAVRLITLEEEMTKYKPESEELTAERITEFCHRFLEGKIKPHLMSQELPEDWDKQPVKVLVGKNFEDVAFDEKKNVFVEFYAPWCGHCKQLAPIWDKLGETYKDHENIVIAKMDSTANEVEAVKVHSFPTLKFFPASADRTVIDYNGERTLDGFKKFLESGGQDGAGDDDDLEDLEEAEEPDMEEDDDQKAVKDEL
MC4R barr agon: activates human MC4R beta-arrestin recruitment; AID 540308; actives 0.98% (n = 360,000); activation, % at 8.9 µM; U2OS MC4R beta-arrestin complementation, luminescence; percent of melanotan II response, DMSO zero;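 active = activation above a per-plate cutoff, the mean activation of sample wells on that plate plus 3 SD, cut at about 8% in these data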
CaV13 ICDI inh: Primary screen for inhibitors of IQ motif and Ca2+-dependent inactivation inhibitor domain binding in CACNA1D, Förster resonance energy transfer in living cells, …; actives 0.098% (n = 340,000); inhibition, % at 12.3 µM; HEK cells, CFP/YFP FRET ICDI-IQ, plate reader, 10 min; percent FRET-ratio fall versus neutral wells;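 active = mean replicate inhibition of at least 30% and at least 1% of replicates passing that level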;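 also: 0% = median of the neutral control wells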
Glyco luc inh: N-linked glycosylation inhibition | D54 ERlucT glycosylation luciferase reporter, 24 h; percent of 100 nM tunicamycin response | actives 0.23% (n = 360,000) | reporter increase, % at 12.5 µM | AID 588692;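 active = mean luciferase reporter signal, scaled so untreated is 0 and the glycosylation-blocking control 100, at or above a set limit in every replicate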;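 also: luciferase carries N-glycosylation sites so blocking glycosylation raises the light; 0% = median of neutral control wells and 100% = median of 100 nM tunicamycin wells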
ABCB6 inh 2: inhibitors of human ABC transporter ABCB6 | Q9NP58 | K562-ABCB6 porphyrin accumulation, flow cytometry, 1 h; hits give low values | actives 0.19% (n = 360,000) | fluorescence ratio to DMSO, % at 10 µM;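 active = fluorescence ratio to DMSO below 75%, the collection mean minus 3 SD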;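 also: signal is porphyrin accumulated inside mitochondria; 100% equals median channel fluorescence of DMSO control wells; lower ratio means ABCB6 inhibition with less porphyrin fluorescence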
Cardio protect: myocardial damage modulation in H9c2 cells | H9c2 cardiomyocytes, H2O2 injury protection, ATPLite, 2 h | actives 0.63% (n = 360,000) | protection from H2O2 cell death, % at 20 µM;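 active = compounds giving at least 50% protection of heart cells from peroxide-induced death in the single-dose screen, raw or plate-pattern-corrected value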;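 also: 0% = DMSO wells with peroxide and 100% = DMSO wells without peroxide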
An asterisk follows results filed as active; · = no result given.

The line under a structure holds: MC4R antagonist, aDG glyco up, Vif inh, m5-HT2A agonist, PDI turbidity, MC4R barr agon, CaV13 ICDI inh, Glyco luc inh, ABCB6 inh 2, Cardio protect
Cc1ccc(OCC(=O)NC(=S)Nc2ccc(Br)c(C)n2)cc1
 : -6, -0.1, 3, 4, -3, 0.3, ·, 1, 91, -1
CCC1(C)Cc2ccccc2-c2c1c(=O)n(Cc1ccccc1)c1nnnn21 (stereo unspecified)
 : 8, -0.1, ·, -2, -2, -0.9, ·, -3, 91, -9
CCOc1nc(-c2ccccc2)ccc1-c1noc(-c2ccncc2)n1
 : 7, 0.1, 7, -4, -1, -3.0, -4, 2, 94, -12
CCOC(=O)N1CCN(Cc2nc3c(c(=O)[nH]c(=O)n3C)n2Cc2cc(C)ccc2C)CC1
 : 1, 0.3, 1, 0, 10, -0.7, -3, 3, 97, -3
Cc1ccc(NC(=O)C2CCN(C(=O)c3ccccc3C)CC2)nc1
 : 10, 0.1, -4, 1, 5, 0.2, -2, 2, 97, 0
O=C(O)c1cccc(Sc2cc(Cl)ccc2C(=O)O)c1
 : 4, 0.1, 8, -1, -4, -3.1, -11, -1, 91, 2
COc1ccccc1OCCOCCOc1ccccc1Cl
 : 6, -0.3, -3, -5, 9, 0.9, -3, -1, 99, 2
c1ccc2c(c1)OCc1cn[nH]c1-2
 : 1, 0.0, 9, -2, -4, -1.7, -4, 0, 93, 8
COc1cccc(NC(=O)CSc2nnc(Cn3nnc4ccccc43)n2C)c1
 : -1, -0.1, ·, 0, 17, -2.1, ·, -1, 101, 3
COC(=O)[C@@H]1C[C@@H]2CC[C@@H](O)C[C@@H]2N1Cc1ccc(C(F)(F)F)cc1
 : 8, 0.1, 1, 4, -4, -1.7, -9, 0, 98, -2
Cc1ccc(NC(=O)C2CC(=O)N/C(=N/N=C/c3ccco3)S2)cc1 (stereo unspecified)
 : 0, 0.0, -5, 9, 5, -0.7, -5, 0, 97, 0
NC(C(=O)O)C1ON=C(Cl)C1O (stereo unspecified)
 : 3, -0.3, 5, 3, -5, -0.9, -6, -1, 98, -4
C=CCNC(=O)/C(C#N)=C/c1ccc(C(=O)O)cc1
 : 5, 0.0, -4, -1, -4, -0.7, -3, 2, 95, 7
CCCc1nnc(SCC(=O)Nc2ccccc2Cl)n1CC1CCCO1 (stereo unspecified)
 : 8, 0.1, 0, 3, 13, 3.2, -7, 0, 96, 1
c1ccn2c(SCc3cn4ccsc4n3)nnc2c1
 : 2, -0.2, ·, -3, 4, -1.5, ·, -5, 89, -8
Cc1ccc(S(=O)(=O)N(C)C)cc1NC(=O)COC(=O)/C=C/c1cnc2ccccc2n1
 : 18, 0.3, 3, -1, 5, -2.1, -4, 1, 99, 2
O=C(/C=C/c1c(Cl)cccc1Cl)NCCCn1ccnc1
 : 1, 0.1, -3, -6, 3, -0.6, -5, -1, 98, 7
COc1ccc(S(=O)(=O)N(CC(=O)NN=C2CCN(C)CC2)c2ccc(C)cc2)cc1OC
 : 7, -0.3, -5, -3, -9, -0.8, -7, -2, 98, 4
S=C(NCc1ccco1)N1CCN(Cc2ccco2)CC1
 : -1, 0.0, -20, 3, -1, -2.5, -5, 0, 100, 5
C=CCn1c2ccccc2c(=O)c2cc(C#Cc3ccccn3)ccc21
 : 9, 0.9, 1, 0, -3, 1.5, 1, -3, 96, 16
CCCNC(=S)Nc1ccc(CC(=O)OC)cc1
 : -9, -0.3, 3, 9, 0, -0.7, -3, 1, 89, -1
COc1ccc(N(C(=O)c2ccncc2)S(=O)(=O)c2cccs2)cc1
 : 8, -0.1, -2, -3, 14, -0.4, 1, 2, 101, 30
Cc1nn(Cc2ccc(C(=O)NC(C)(C)C)o2)c(C)c1Br
 : 4, 2.2, 8, 2, -8, -1.9, -5, -4, 96, -30
CCn1c(SC)nnc1-c1nn(-c2ccccc2)ccc1=O
 : -2, 0.0, -3, 3, 5, -0.3, -6, 0, 85, 4
O=C(Nc1cccc(-c2nnc(-c3ccccc3)o2)c1)C1CCCCC1
 : 17, 1.7, -3, 0, -5, 1.9, -5, -3, 89, 4
c1ccc(CC2CCN(Cc3nc(-c4ccccc4)no3)CC2)cc1
 : -3, -0.2, 20, -3, -2, 0.4, -13, -1, 108, -6
O=C(NCC(c1ccco1)N1CCCC1)c1ccccc1F (stereo unspecified)
 : 0, 0.1, -4, 5, 4, 1.6, -8, -2, 98, -2
CC(C)n1cc(CN2CCC(Oc3ccc(C(=O)N4CCCCC4)cc3)CC2)cn1
 : -6, -0.1, -3, 0, 2, -3.4, ·, 0, 101, 5
Cn1nc(C(=O)OCCN2C(=O)c3ccccc3C2=O)c2ccccc2c1=O
 : -4, -0.1, 45, 1, 26, -0.8, -4, 3, 91, 22
CCc1nc2ccc(C(=O)N3CCN(C(C)=O)CC3)cn2c1N(CC)C(C)=O
 : 11, -0.2, 3, -7, 1, -0.3, -7, 3, 103, 1
O=C(CSc1ccc2c(c1)OCCO2)Nc1ccc(Br)cn1
 : 6, -0.1, -5, 1, 5, -1.4, ·, 1, 97, -5
CCc1c(C)sc(NC(NC(C)=O)(C(=O)OC)C(F)(F)F)c1C#N (stereo unspecified)
 : 6, 0.0, -12, 1, -2, -0.4, -19, 1, 100, 8
Cn1nnnc1SCCNC(=O)C1CCC(=O)N(Cc2ccc(Cl)cc2)C1 (stereo unspecified)
 : 6, 1.3, 0, -2, -4, 0.3, -6, -1, 101, -6
Cc1ccc(Nc2nc3ccccc3c(=O)s2)cc1C
 : 3, 0.0, -3, 2, 8, -2.9, -18, -2, 99, 5
CCn1cc(S(=O)(=O)CC(=O)Nc2ccc(C)cc2)c2ccccc21
 : 6, 0.0, -2, 0, -3, -2.7, -4, 2, 92, 0
O=C(NCc1ccncc1)c1cccc(NS(=O)(=O)c2ccc(F)c(F)c2)c1
 : 17, -0.1, 9, -4, 2, 1.7, -6, -2, 100, -1
NC(=O)Cc1ccc(C(=O)CSc2nnc(-c3ccncc3)n2C2CC2)s1
 : 9, -0.2, 14, 1, 1, -1.4, -2, -1, 97, -4
COc1cc(OC)c(NC(=O)CCc2nc(-c3ccc(C)cc3)no2)cc1Cl
 : -1, 1.4, -2, 3, 5, -0.3, ·, 0, 102, -24
CCCOc1ccc(N2C(=O)CC(NCCNc3ccc([N+](=O)[O-])cn3)C2=O)cc1 (stereo unspecified)
 : 17, 0.1, -8, 0, 3, -3.7, -4, -2, 101, -4
CC(=O)c1ccc(S(=O)(=O)N2CCC(Oc3ccc(-n4cnnn4)cc3)CC2)cc1
 : 1, 0.1, -5, -1, 8, -1.1, -7, 1, 102, -5
COc1cccc(-c2csc(NC(C)=O)n2)c1
 : -4, -0.2, 1, -4, -4, -0.8, -6, 1, 98, -7
Cc1ccccc1OCC(=O)Nc1ccccc1C(=O)NC1CC1
 : 15, -0.2, -2, -1, -6, -2.7, -14, -1, 93, 5
Cn1c(=O)c2c(nc(CN3CCN(c4ccc(F)cc4)CC3)n2Cc2ccccc2F)n(C)c1=O
 : -1, 0.1, -5, -4, -4, 1.4, -6, 0, 87, 2
COc1cc(/C=N/O)ccc1Oc1cnccn1
 : 8, -0.1, -6, 6, 3, 1.4, -2, 3, 109, 6
CC[C@]12c3[nH]c4cc(-c5ccco5)ccc4c3CCN1C(=O)[C@@H](CC(=O)NCCc1ccccn1)C[C@@H]2C(=O)N1CCN(C(=O)c2ccco2)CC1
 : 11, 0.1, 13, 1, 30, -1.6, -7, 1, 99, 27
N#Cc1c(-c2ccccc2)nc(SCc2cccc(C(F)(F)F)c2)[nH]c1=O
 : 12, 0.0, -15, -4, 1, 1.1, -15, 2, 98, -8
CN(C)S(=O)(=O)c1cccc(NC(=O)c2ccc3c(c2)S(=O)(=O)N=C2CCCCCN23)c1
 : 6, 0.0, -3, -4, 16, 1.1, -6, 4, 98, 7
Cc1cccc(C(=O)N[C@H](C(=O)Nc2nccs2)C(C)C)c1
 : 20, -0.1, 15, -4, -9, -1.6, -19, 1, 101, 3
CCCCCCCC(=O)OCC(COC(=O)CCCCCCC)OC(=O)CCCCCCC
 : 3, -0.1, 9, 0, ·, -2.2, ·, 0, 96, 0
COc1cc(/C=N/NC(=O)c2cc(C34CC5CC(CC(C5)C3)C4)[nH]n2)ccc1O
 : 12, -0.5, ·, -9, -3, 2.0, -4, 1, 95, -6
Cc1cc(O)c(/C=N/c2ccccn2)c(=O)o1
 : -3, 0.0, 33, -2, -8, -1.0, ·, 1, 102, -5
CCCCn1c(N)c(N(CC(C)C)C(=O)c2ccc(N(C)S(=O)(=O)c3ccc(C)cc3)cc2)c(=O)[nH]c1=O
 : 4, -0.3, -2, -1, 7, -2.5, -6, 0, 103, 1
O=C(NCCCCCNC(=O)c1ccccn1)c1ccccn1
 : 2, -0.2, -2, 0, 5, 0.8, 2, 4, 105, 4
C/C(=N\NC=O)c1ccncc1
 : 2, -0.3, 1, 5, 6, -1.0, -4, -3, 97, 0
Cc1cc(C)nc(/N=c2/ssnc2Cl)c1
 : -9, 2.8, -6, -5, -6, -1.8, -2, 6, 106, -36
CC(C)CC(=O)NN1CCCCC1
 : 9, 0.0, 2, 2, -12, -1.5, ·, -1, 99, 8
O=C(Cn1cnc2c(nnn2Cc2ccc(F)cc2)c1=O)Nc1ccccc1
 : 2, 0.1, 0, 4, -8, -0.1, -2, 1, 100, 3
O=C1CSC(=S)N1N=Cc1cccc(OCc2ccccc2)c1
 : 3, -0.1, 5, -8, 15, -1.2, -5, 1, 99, -7
Cc1cc(NC(=O)CS(=O)(=O)c2cn(C)c3ccccc23)no1
 : 8, 0.6, -2, -3, ·, -0.2, -5, 3, 97, 7
O=C1NC(=Nc2cccc(O)c2)S/C1=C\c1cccnc1
 : 7, -0.2, 1, -1, -1, -0.4, -15, 2, 99, -11
CC1CCCCN1C(=S)NC(=O)c1cccs1 (stereo unspecified)
 : 9, -0.1, -4, -5, -5, -2.3, -4, 1, 96, 7
